ARNT-TACC3 inh – disruptors of ARNT/TACC3 protein interaction, primary screen, biochemical, AlphaScreen, single concentration. Transforming acidic coiled-coil-containing protein 3 (Homo sapiens), Q9Y6A5. AlphaScreen His-ARNT PAS-B/GST-TACC3 binding, luminescence; TACC3 fragment carries E629A point mutation. inhibition, % at 9.99 µM. hit rate 0.66% among 390,000;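 active = mean inhibition of replicates at least 50% and at least half of replicates each reaching 50%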;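 also: 0% = complete ARNT plus TACC3 wells and 100% = ARNT alone without TACC3; many hits fall short of the cut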
Numbers without * were called inactive; & = joins results of further samples. This is a subset (hit frequency here may not be typical).

SMILES	ARNT-TACC3 inh
O=C(OCc1nc2ccccc2s1)c1cccc(S(=O)(=O)N2CCOCC2)c1	-1
Cc1cc(C)c(C#N)c(Oc2ccccc2)n1	-6
COCCNc1oc(-c2ccc(C)cc2)nc1C#N	-2
C=CCOC(=O)c1[nH]c2c(c1C)C(=O)CC(c1cc(OC)c(OC)c(OC)c1)C2 (stereo not drawn)	-6
CCc1ccc(C(=O)Nc2ccc(S(=O)(=O)Nc3nc(C)cc(C)n3)cc2)o1	12
O=S(=O)(c1ccc2c(c1)OCCO2)N1CCN(Cc2ccccc2)CC1	2
COc1ccc(CN(C#N)c2nc(SC)nc(N(C)C)n2)cc1	35
O=C1C(Cl)=C(NCCN2CCCCC2)C(=O)c2ccccc21	23
CC(C)NC(=O)c1ccccc1S(=O)c1ccccc1C#N (stereo not drawn)	-3
COc1ccc(N2CCN(C(=O)CSc3ncnc4c3cnn4-c3ccccc3C)CC2)cc1	0
Cc1ccccc1NC(=O)c1ccc(CN2CCc3ccccc3C2)cc1	-11
COC(=O)CSc1nc(N)c2c3c(sc2n1)C(c1ccccc1)SC(c1ccccc1)C3 (stereo not drawn)	-32
COc1ccc(-n2c(O)c(C=NCC(c3ccco3)N3CCCC3)c3ccccc3c2=O)cc1OC (stereo not drawn)	6
CN1CCN(S(=O)(=O)c2ccc(NC(=O)C3CCCO3)cc2)CC1 (stereo not drawn)	-5
CCOC(=O)c1c(CN2CCCCC2)oc2ccc(O)cc12	2
CC(C)=CCCC1=CCC2C(=O)NNC(=O)C2C1 (stereo not drawn)	1
CC(=O)c1cccc(NC(=O)c2ccc(Br)o2)c1	-11
Cc1ccc(S(=O)(=O)N2Cc3ccccc3CC2C(=O)Nn2cnnc2)cc1 (stereo not drawn)	6
Oc1ccc(/C=N/NC(=S)NCc2ccco2)cc1	-32
Cc1cc(COc2ccccc2OCc2cc(C)no2)on1	-3
O=C(Nc1ccccc1N1CCN(c2ccc(F)cc2)CC1)C1CCCCC1	-1
O=c1cc(N2CCCCC2)c(-c2ccccc2)nn1Cc1ccccc1Cl	6
CCN(CC)C(=O)CSc1nc2ccccc2c(=O)n1-c1ccccc1OC	14
Cc1ccc(-c2cc(C(F)(F)F)n3nc(C(=O)Nc4c(C)n(C)n(-c5ccccc5)c4=O)cc3n2)cc1	1
CCNC(=O)CN(c1ccc(C)cc1)S(=O)(=O)c1ccc(SC)cc1	4
O=c1cc(CSc2ccccn2)nc(N2CCN(c3ccccc3)CC2)[nH]1	-7
COc1cc(OC)cc(C(=O)N(CN2CCCC2=O)c2ccccc2OC)c1	-4
N#Cc1c(C(F)(F)F)cc(-c2ccco2)nc1SCc1ccccn1	-3
CC1CCCCN1C(=O)c1ccc(S(=O)(=O)N2CCCCC2C)cc1 (stereo not drawn)	-2
Cc1ccc(N2CC(C(=O)OCc3ccccc3F)CC2=O)cc1 (stereo not drawn)	-9
COC(=O)c1ccc(CSc2ncnc3sc(C)c(C)c23)o1	-2
CCOc1ccc(-c2c[n+](=O)c3c(n2[O-])CCCC3)c(OCC)c1	-1
Cc1ccc(C2CC(c3ccccc3)=NN2C(=S)Nc2ccccc2)o1 (stereo not drawn)	2
CCN(CC)CCCNC(=O)c1cc(-c2cccc(Cl)c2)on1	-5
CC(C)(Oc1ccc(Cl)cc1)C(=O)NCc1ccncc1	2
Nc1cc(=O)nc(SCC(=O)NC2CCCCC2)n1-c1ccccc1	-18
CC12CCC(C(=O)Nc3ccccc3Br)(C/C1=N\O)C2(C)C (stereo not drawn)	-7
CCn1cnc2sc(C(=O)N(Cc3ccc(N(C)C)cc3)Cc3ccco3)c(C)c2c1=O	14
O=C(OCCN1CCCC1)C1(c2ccccc2)CCCC1	-13&-8
COc1ccc(Br)c(C(=O)Nn2c(C)nc3ccccc3c2=O)c1	5

Entries shown so far with an aryl thioether with sulfur outside any ring, in the order listed:
SMILES	ARNT-TACC3 inh
COc1ccc(CN(C#N)c2nc(SC)nc(N(C)C)n2)cc1	35
COc1ccc(N2CCN(C(=O)CSc3ncnc4c3cnn4-c3ccccc3C)CC2)cc1	0
COC(=O)CSc1nc(N)c2c3c(sc2n1)C(c1ccccc1)SC(c1ccccc1)C3 (stereo not drawn)	-32
CCN(CC)C(=O)CSc1nc2ccccc2c(=O)n1-c1ccccc1OC	14
CCNC(=O)CN(c1ccc(C)cc1)S(=O)(=O)c1ccc(SC)cc1	4
O=c1cc(CSc2ccccn2)nc(N2CCN(c3ccccc3)CC2)[nH]1	-7
N#Cc1c(C(F)(F)F)cc(-c2ccco2)nc1SCc1ccccn1	-3
COC(=O)c1ccc(CSc2ncnc3sc(C)c(C)c23)o1	-2
Nc1cc(=O)nc(SCC(=O)NC2CCCCC2)n1-c1ccccc1	-18

Carrying on.
SMILES	ARNT-TACC3 inh
Cc1onc(-c2ccccc2)c1-c1n[nH]c(=S)n1-c1ccccc1	-10
CC1CN=C(N(C(=O)Nc2ccccc2)C(C)C)S1 (stereo not drawn)	-1
COc1ccc(OCCCN2CCCC(C)C2)cc1 (stereo not drawn)	-2
O=C(CSc1nccn1-c1ccccc1)c1ccc(Br)cc1	-2
CC(C)(C)c1ccccc1NC(=O)c1ccco1	-5
OCc1nn2c(c1Br)NC(c1ccccc1)CC2C(F)(F)F (stereo not drawn)	11
COc1ccc(Nc2nnc(SCc3cc(=O)n4ccsc4n3)s2)cc1	19
COc1ccccc1N(C(C)=O)c1nc(C)cc(C)c1C#N	-10
O=C(CN1CCCCC1)Nc1nnc(-c2ccc([N+](=O)[O-])cc2)s1	1
CCOC(=O)c1c(COC(=O)c2ccco2)nc2ccccc2[n+]1[O-]	-2
Cc1ccccc1-n1c(-c2ccncc2)n[nH]c1=S	-8
COc1ccccc1NC(=O)Cc1csc(NC(=S)Nc2ccc(C)cc2)n1	9
Cc1noc(C)c1CSc1nc2ccccc2c(=O)n1-c1ccccc1	-13
COc1cc(OC)c2c(N)c(C#N)c(C(F)(F)C(F)(F)F)nc2c1	-21
COc1cccc(-c2csc(NC(C)=O)n2)c1	-2
CCOc1ccc(NC(=O)C(C)Oc2ccccc2C(=O)Nc2cccc(Cl)c2Cl)cc1 (stereo not drawn)	9
Nc1ncnc2c1CCC2	-6
CCOc1cc(S(=O)(=O)NC2CCCCC2)ccc1F	-6
CCCn1cc(NC(=O)C2CC(c3cccc(Br)c3)=NO2)cn1 (stereo not drawn)	-10
CC(=O)c1c(O)cc(C)n(Cc2ccccc2)c1=O	2
N/C(=N\OC(=O)COc1ccc2ccccc2c1)c1ccncc1	-13
C=CCOc1ccc(/C(O)=C2/C(=O)C(=O)N(CCCn3ccnc3)C2c2cccs2)cc1 (stereo not drawn)	13
Oc1ccc(/C=N/NC2=NCCCCC2)c(O)c1	4
Cc1cccnc1NC(=O)Nc1cccc(C(F)(F)F)c1	-7
O=C(Nc1cccc(C(=O)N2CCCC2)c1)c1ccccc1Cl	5
c1ccc2c(c1)oc1c(NCCN3CCOCC3)ncnc12	-1
CCn1c(SCC(=O)N2CCc3ccccc3C2)nc2c1c(=O)n(C)c(=O)n2C	3
N=c1sccn1CC(=O)Nc1ccc2c(c1)CCC2	-7
CCN(C(=O)COC(=O)c1c(-c2ccccc2)noc1C)C1CCS(=O)(=O)C1 (stereo not drawn)	-3
Cc1cc(C[n+]2ccccc2)c2nsnc2c1	-6
O=C(NC1CCC(O)CC1)c1ccc(S(=O)(=O)NCc2ccco2)cc1 (stereo not drawn)	-4
CCS(=O)(=O)Nc1ccc(-c2nnc(SCC(=O)c3cccc(OC)c3)o2)cc1	1
COC(=O)Cn1cnc2c1c(=O)n(C)c(=O)n2C	-4
CC(C)(C)c1ccc(NC(=O)CC2(C(F)(F)F)OCCO2)cc1	-15
CC(=O)OCC(=O)c1ccc2ccn(C(C)=O)c2c1	-14
Cc1ccc(N2C(=O)N(CC(=O)NCc3ccc(Cl)cc3)C(=O)C2C)cc1 (stereo not drawn)	2
CCOc1ccc(NC(=O)CCNS(=O)(=O)c2ccc(Br)s2)cc1	-6
Cc1ccc(C)c(S(=O)(=O)Nc2ccc(S(=O)(=O)Nc3onc(C)c3C)cc2)c1	-4
CCn1c(SCC(=O)Nc2ccccc2N2CCCCC2)nc2c1c(=O)n(C)c(=O)n2C	0
CC1(C)Cc2c(C#N)c(N)sc(=S)c2CS1	16
CCCn1c(SCC(=O)Nc2c(C)cccc2CC)nnc1C(C)C	0
Clc1ccccc1C1SCC2Nc3ccccc3CN21 (stereo not drawn)	-1
Cc1cc(C)nc(N2C(=O)CC(C(=O)O)NC2=NCCc2c[nH]c3ccccc23)n1 (stereo not drawn)	-2
O=C(COC(=O)c1ccc[nH]c1=O)NC1CCCC1	0
CC(=O)Oc1ccc2c(C)c(CC(C)O)c(=O)oc2c1 (stereo not drawn)	-2
CCOc1cccc(N2C(=O)CC(NCc3ccc(S(N)(=O)=O)cc3)C2=O)c1 (stereo not drawn)	-3
COc1ccc(OC)c(S(=O)(=O)Nc2cccnc2)c1	3
O=C(COc1ncnc2ccccc12)c1ccc2c(c1)OCCO2	12
Cc1cccc(NC(=O)C(C)Oc2ccccc2C)n1 (stereo not drawn)	0
O=S(=O)(Nc1ccc2c(c1)OCCO2)c1ccc2oc3ccccc3c2c1	1
C=C(C)c1cccc(C(C)(C)NC(=O)N2CCN(c3ncccn3)CC2)c1	2
O=C(/C=C/NNC(=O)c1ccccc1)c1ccccc1	0
COCCCNC(=O)c1cccc(OC)c1OC	-42
CC(=O)COc1cc(C)cc2oc(=O)c(C)c(C)c12	-5
Cc1cccc(C(=O)CC(=O)c2cc(Cl)ccc2O)c1	18
C/C(=C\C(=O)c1ccc(Cl)cc1)NCc1ccc2c(c1)OCO2	-1
COc1cc(/C=N/NC(=O)Cn2nc([N+](=O)[O-])cc2C)cc(Br)c1OCc1ccccc1	1
CC1(C)OC(=O)N2CCc3ccccc3C21C (stereo not drawn)	-11
CCOC(=O)CSC1=C(C#N)C(=O)NC(c2ccc(OC)c(OC)c2)S1 (stereo not drawn)	5
CC(=O)Nc1ccc(S(=O)(=O)N2CCN(C(=O)N3CCOCC3)CC2)cc1	-5

New compounds follow
SMILES	ARNT-TACC3 inh
COc1ccc(-n2cnnc2SCC(=O)Nc2ccc(N3CCOCC3)cc2)cc1	-13
Cc1cccc(N(CC(N)=O)C2SC(=O)NC2=O)c1 (stereo not drawn)	-5
Cc1cccc(OCCNc2nc3c(c(=O)n(C)c(=O)n3C)n2C)c1	7
CC(=O)NC(=O)NC1CSCC1OC(C)=O (stereo not drawn)	-11
CN(Cc1nc2ccccc2n1C)S(C)(=O)=O	-6
Cn1c(SCC2CCCO2)nnc1-c1ccncc1 (stereo not drawn)	0
CCOC(=O)c1nnn(-c2nc(OC)nc(N3CCCC3)n2)c1-c1ccccc1	-5
Cc1cc(C)n(C(=O)c2c([N+](=O)[O-])cnn2C)n1	-12
CCn1cc(C(=O)Nc2cccc(C(=O)OC)c2)c(=O)c2ccc(C)nc21	-5
Cc1nnsc1NC(=O)OCCCl	4
CC(=O)c1ccc(OC(=O)c2cccs2)cc1	-3
CN1CCN(Cn2cc(/C=C/C(=O)c3ccccc3)c3ccccc32)CC1	6
Cc1cc(=O)oc(C)c1C(=O)NCCCN1CCN(c2ccccc2F)CC1	4
C=CCOC(=O)/C(=C\c1cccc2ccccc12)NC(=O)c1ccccc1	-3
Clc1ccc(Nc2ccc(-n3ccnc3)nn2)cc1Cl	-16
COc1ccccc1NC(=O)CSc1nc(O)cc(=O)[nH]1	-3
CCN(CC)C(=O)C1CCCN(Cc2ccc(OC)c(C)c2)C1 (stereo not drawn)	-6
O=C(Cc1nc2ccccc2[nH]1)NCc1ccco1	-6
COc1ccc(N=C2S/C(=C\c3ccc(C)o3)C(=O)N2CC(C)C)cc1	5
CCn1cc(C(=O)NC2CCCCCC2)c2cc(OC)c(OC)cc2c1=O	3

A draw from above in order of SMILES length, largest number first.
SMILES	ARNT-TACC3 inh
O=C(OCc1nc2ccccc2s1)c1cccc(S(=O)(=O)N2CCOCC2)c1	-1
O=c1cc(CSc2ccccn2)nc(N2CCN(c3ccccc3)CC2)[nH]1	-7
COc1ccc(CN(C#N)c2nc(SC)nc(N(C)C)n2)cc1	35
CC(=O)OCC(=O)c1ccc2ccn(C(C)=O)c2c1	-14

(further entries)
SMILES	ARNT-TACC3 inh
CCn1c(SCC(=O)N2CCN(c3ccccc3)CC2)nnc1-c1cc2cc(Cl)ccc2o1	-1
O=c1c2ccccc2[nH]c(=S)n1CCCN1CCOCC1	-5
CC1(c2cccs2)CC(c2cccs2)=C(C#N)C(=O)N1 (stereo not drawn)	22
CCN(CC)C(=O)CSc1nc2ccccc2c(=O)n1CC	-1
CCC(=O)N(CCC1(C(C)C)CCOC(C)(C)C1)Cc1ccco1 (stereo not drawn)	-3
O=C(Nc1ccc(-c2cn3ccccc3n2)cc1)c1ccc(Cl)cc1	-5
CCCn1cc(SCC(=O)NCc2ccco2)c2ccccc21	-4
COC(=O)c1ccc(NC(=O)CN2C(=O)CCC2=O)cc1	-4
COc1ccc(C2C(C(=O)NCCN(C)C)c3cc(OC)c(OC)cc3C(=O)N2C)cc1OC (stereo not drawn)	-2
COc1ccc(Cl)cc1Nc1nc(C)cc(=O)[nH]1	3
Cc1nnc(NC(=O)c2ccc(S(=O)(=O)N3CCCCCC3)cc2)o1	43
Cc1ccc(S(=O)(=O)N2CCSC2c2ccco2)cc1 (stereo not drawn)	3
Cc1nn(-c2ccc(Cl)cc2)c2sc(C(=O)c3c(N)n(C)c(=O)n(C)c3=O)cc12	-1
O=C(O)CCC(=O)N(Cc1ccco1)c1nc(-c2ccccc2)cs1	-3
COc1ccc(NC(=O)CSc2nnc(C3CC3)n2N)cc1	-10
Oc1[nH]c2ccccc2c1OCc1ccncc1	8
CCC(C)(C)NC(=O)C(c1ccc(C)cc1)N(Cc1ccco1)C(=O)Cn1nnc2ccccc21 (stereo not drawn)	-19
CCn1c(NCc2ccccc2Cl)nc2ccccc21	1
CCOC(=O)c1c(C)[nH]c(C)c1C(=O)CSc1nnc(-c2ccco2)n1Cc1ccccc1	-3

Arranged by value in ARNT-TACC3 inh (low to high): 3 of the compounds above
smiles | ARNT-TACC3 inh
O=C(Nc1ccc(-c2cn3ccccc3n2)cc1)c1ccc(Cl)cc1 | -5
COc1ccc(C2C(C(=O)NCCN(C)C)c3cc(OC)c(OC)cc3C(=O)N2C)cc1OC (stereo not drawn) | -2
CCn1c(SCC(=O)N2CCN(c3ccccc3)CC2)nnc1-c1cc2cc(Cl)ccc2o1 | -1

From PubChem
